High-throughput results (PubChem BioAssay)
SF1 activator: SF-1 (human) activation; Q13285; CHO-K1 Gal4-SF-1 LBD luciferase reporter; % increase over DMSO SF-1-specific signal; activation, % at 10 µM; 65,000 tested, 1.9% active; AID 522;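 active = activation above the mean activation of all tested compounds plus 3 SD, cut at about 50% in these data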
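Assay system: CHO-K1 cells co-transfected with Gal4 DBD–human SF-1 LBD, 5xGal4 luciferase reporter; doses: 10 µM only; incubation: 20 h compound exposure at 37 °C after 1 h cell settling; signal: luciferase light emission; evaluation: percent activation versus DMSO; repeats: one test per compound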
AP ELISA ortho: orthogonal test for alternative complement pathway inhibitors; Human serum alternative complement pathway, LPS-coated ELISA, C3 deposition; tested in compound mixtures; inhibition, % at 5 µM; 62,000 tested, 0.08% active; AID 1235;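 active = inhibition above 30% in each of the two pooled mixtures holding the compound, so the lower value exceeds 30%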;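 note: 0% = serum in Mg-EGTA without compound and 100% = EDTA serum blank; some compounds past the cut are filed as inactive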
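Test system – human serum alternative complement pathway, C3 deposition on LPS-coated wells · Buffer or medium – diluted human serum in Mg2+-EGTA GVB++ · Compound dosing – 5 µM each compound, pools of ten, 50 µM per pool · Schedule – 1 h serum-compound exposure at 37 °C · Measured by – Anti-C3 ELISA, OD 450 nm · Read-out basis – percent inhibition of C3 deposition onto LPS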
5HT1a antag: blocks the human serotonin 5-HT1a receptor; CHO 5-HT1a Ga15 NFAT-bla reporter, antagonist mode; inhibition, % at 10 µM; P08908; 62,000 tested, 0.68% active;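 active = inhibition above the mean of all tested compounds plus 3 SD, cut at about 43% in these data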;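 note: receptor stimulated by 5-CT agonist at 100 nM near EC80; beta-lactamase reporter measured by ratiometric fluorescence of a cleavable substrate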
RORa activator: activators of human nuclear receptor RORA; 65,000 tested, 1.5% active; activation, % at 10 µM; CHO-K1 Gal4-RORA LBD luciferase reporter, luminescence; percent increase over mock-subtracted basal signal;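 active = activation above the mean of all tested compounds plus 3 SD, cut at about 49% in these data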;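 note: 0% = DMSO-treated RORA cells and 100% = added signal equal to DMSO minus mock-transfected cells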
Target sequence (P35398 whole entry, looked up, the tested form may be a part): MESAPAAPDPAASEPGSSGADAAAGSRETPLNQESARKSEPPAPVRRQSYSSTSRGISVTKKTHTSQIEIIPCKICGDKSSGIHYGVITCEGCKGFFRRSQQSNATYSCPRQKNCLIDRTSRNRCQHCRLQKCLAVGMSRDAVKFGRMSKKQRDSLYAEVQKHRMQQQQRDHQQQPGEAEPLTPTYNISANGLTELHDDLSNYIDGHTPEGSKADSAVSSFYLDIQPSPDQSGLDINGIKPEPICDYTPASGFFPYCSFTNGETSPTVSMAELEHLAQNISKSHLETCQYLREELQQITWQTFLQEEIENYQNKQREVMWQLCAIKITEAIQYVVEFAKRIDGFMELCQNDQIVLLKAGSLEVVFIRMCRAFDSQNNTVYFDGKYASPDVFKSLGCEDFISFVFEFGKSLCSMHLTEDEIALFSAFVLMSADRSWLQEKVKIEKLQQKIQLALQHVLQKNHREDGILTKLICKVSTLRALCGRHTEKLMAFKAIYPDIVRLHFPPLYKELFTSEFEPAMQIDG
HTR1E antagonist: blocks the human 5-HT1E serotonin receptor; 65,000 tested, 0.99% active; CHO 5-HT1E Ga15 NFAT-bla reporter, FRET, antagonist; AID 571; inhibition, % at 6 µM;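 active = inhibition above a set limit, the mean inhibition across every tested compound plus 3 SD, cut at about 29% in these data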;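 note: signal is the 460 over 535 nm emission ratio of beta-lactamase substrate; 0% = agonist plus DMSO wells and 100% = wells without agonist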
Target sequence (P28566 whole entry, looked up): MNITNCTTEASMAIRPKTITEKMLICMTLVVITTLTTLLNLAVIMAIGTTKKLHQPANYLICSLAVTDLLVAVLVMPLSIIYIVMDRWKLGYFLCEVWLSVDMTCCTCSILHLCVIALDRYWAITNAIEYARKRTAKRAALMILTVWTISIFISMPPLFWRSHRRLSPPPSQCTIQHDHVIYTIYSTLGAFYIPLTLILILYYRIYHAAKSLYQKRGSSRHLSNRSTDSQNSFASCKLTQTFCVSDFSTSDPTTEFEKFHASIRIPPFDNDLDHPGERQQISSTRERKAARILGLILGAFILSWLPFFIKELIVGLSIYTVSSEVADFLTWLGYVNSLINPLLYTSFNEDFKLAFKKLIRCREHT
HTR1E agonist: 5-HT1E (human) receptor agonism; P28566; CHO 5-HT1E Ga15 NFAT-bla reporter, FRET; 0% DMSO wells, 100% control agonist wells; activation, % at 6 µM; 65,000 tested, 0.69% active;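 active = activation above a set limit, the screen-wide mean activation plus 3 SD, cut at about 8.5% in these data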;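 note: 100% = positive control agonist at 1 µM giving full maximal response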
S1P3 agonist: agonists of human S1P3 receptor; S1P3 NFAT-BLA reporter cells, agonism, FRET ratio; relative to 1 µM S1P, basal subtracted; activation, % at 4.5 µM; 60,000 tested, 0.1% active;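 active = activation above the screen-wide mean plus 3 SD, cut at about 4.5% in these data, passing the limit was not always enough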; note: some compounds called inactive have numbers as strong as hits
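Assay system: stable CHO line with human S1P3, Gα16, NFAT-BLA reporter; Detection: FRET β-lactamase substrate fluorescence, excitation 405 nm, 460/535 nm emission ratio, background-subtracted; Read-out: percent activation versus median 1 µM S1P response, basal-subtracted, per plate; Incubation: cells plated overnight, compound 4 h 37 °C, substrate 2 h RT.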
S1P1 ag pot: S1P1 (human) agonism or agonism potentiation | P21453 | activation, % at 9.5 µM | 56,000 tested, 0.57% active | S1P1 CRE-bla cells, forskolin, beta-lactamase FRET, potentiator mode; S1P1 agonist co-added at EC20, 2 nM; 100% = saturating reference agonist, 0% = basal;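 active = activation above a cutoff set at the mean activation of all tested compounds plus 3 SD, cut at about 54% in these data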;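 note: forskolin at 4 µM as EC80 and the EC20 agonist is SEW2871; 100% = SEW2871 at its EC100 plus forskolin at EC80; some compounds past the cut are filed as inactive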
Ecoli tolC: blocks growth of E. coli BW25113 tolC mutant; OD615; growth inhibition, % at 10 µM (by protocol); 65,000 tested, 2.2% active;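 active = growth inhibition at or above a cutoff equal to the mean over every tested compound plus 3 SD, cut at about 60% in these data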;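 note: growth measured after 20 h incubation at 37 °C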
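Assay system: tolC-deleted E. coli BW25113. Medium: kanamycin-containing LB broth (50 µg/mL). Dosing: 10 µM final, single dose. Timing: bacterial growth with compound for 20 h at 37 °C. Detection: A615 absorbance measurement. Read-out basis: growth inhibition in percent.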
Numbers without * were called inactive; . = not tested or not shown. No enrichment for hits; 7.1% or so of the library scored in one or more.

SMILES	SF1 activator	AP ELISA ortho	5HT1a antag	RORa activator	HTR1E antagonist	HTR1E agonist	S1P3 agonist	S1P1 ag pot	Ecoli tolC
Cn1c(N)c(C(=O)COC(=O)c2ccco2)c(=O)n(C)c1=O	6	-1	-6	-26	-5	0.1	0.1	-12	-4
CN(C)c1ccc(C(c2nnnn2C(C)(C)C)N2CCc3ccccc3C2)cc1 (centres undefined)	0	7	-8	-2	-8	0.4	0.6	-23	-8
O=C(NC1(C(F)(F)F)C(=O)Nc2c1c(=O)[nH]c(=O)n2Cc1ccco1)C1CC1 (centres undefined)	-1	7	8	-22	-4	-1.0	-1.2	-10	-17
COC(=O)C1(C)NC(c2cccs2)C2C(=O)N(c3ccc(F)cc3)C(=O)C21 (centres undefined)	5	14	0	-15	-4	-1.3	1.5	-9	-19
COCC(C)OC(=O)C(C#N)c1nc2ccccc2nc1N1CCN(Cc2ccccc2)CC1 (centres undefined)	-8	12	-4	5	-4	1.0	-0.7	-8	38
CC1CC(C)(C)NC(C)c2ccccc21 (centres undefined)	-2	6	-7	-8	2	-0.2	-0.6	-24	-12
O=S1(=O)Nc2c(ccc3cccnc23)-c2ccccc21	-91	-1	74*	-74	61*	7.4	-1.3	118*	100*
Cn1c(=O)[nH]c(=O)c2c1nc(N1CCCCCC1)n2CC(=O)c1ccccc1	6	-3	-30	-7	4	0.1	0.6	-5	6
Cn1cnc(S(=O)(=O)NCc2cccs2)c1	8	3	2	-3	-12	-0.1	0.3	-28	-18
COc1ccc(C2C(C(=O)NCc3ccccc3)=C(C)Nc3ncnn32)cc1OC (centres undefined)	-11	5	-2	-18	9	-0.3	-1.3	8	-33
CCN(CC)CCCNC(=O)c1nn(-c2cccc(OC)c2)c(=O)c2ccccc12	22	21	4	-6	9	-0.4	0.0	-24	-11
COc1ccc(OC)c(C(=O)CSc2nc3ncccc3[nH]2)c1	-2	-4	4	-29	8	-0.3	-0.6	1	-12
Cc1ccc(-c2noc(CCC(=O)Nc3ccc4c(c3)OCO4)n2)cc1	-18	8	-7	-11	4	-1.2	0.0	-7	-24
Cn1c(NCc2ccccc2Cl)nc2ccccc21	46	21	6	50*	-12	0.3	-0.8	-30	-2
COc1ccccc1-n1c(SCC(=O)O)nnc1-c1ccc(S(=O)(=O)N2CCCCC2)cc1	0	-11	4	16	-1	-0.8	-1.1	1	3
Cn1c(=O)c2c(-c3ccccc3)n(Cc3cccnc3)cc2n(C)c1=O	4	9	5	-3	6	-1.9	-0.8	-14	-5
Cc1nc(N2CCN(Cc3ccccc3)CC2)nc2c1C(=O)CC(c1ccco1)C2 (centres undefined)	-1	22	-14	4	-8	0.4	-1.3	1	79*
CCCCN(C)CCCNC(=O)c1cccc(N2CCCC2=O)c1	-5	13	-13	-1	-5	4.0	0.1	-13	-14
Cc1cccc(CSc2ncnc3nc[nH]c23)c1	2	6	17	-19	0	-0.6	-2.0	21	4
CCOc1nc(-c2ccc(C)cc2)ccc1-c1noc(-c2cccnc2)n1	-21	10	4	-15	2	-0.4	-1.0	-13	9

Three entries from above, with values under each structure:
Results follow in this order: SF1 activator	AP ELISA ortho	5HT1a antag	RORa activator	HTR1E antagonist	HTR1E agonist	S1P3 agonist	S1P1 ag pot	Ecoli tolC
> COc1ccc(C2C(C(=O)NCc3ccccc3)=C(C)Nc3ncnn32)cc1OC (centres undefined)
    -11	5	-2	-18	9	-0.3	-1.3	8	-33
> CCN(CC)CCCNC(=O)c1nn(-c2cccc(OC)c2)c(=O)c2ccccc12
    22	21	4	-6	9	-0.4	0.0	-24	-11
> COc1ccc(OC)c(C(=O)CSc2nc3ncccc3[nH]2)c1
    -2	-4	4	-29	8	-0.3	-0.6	1	-12

Further entries:
SMILES	SF1 activator	AP ELISA ortho	5HT1a antag	RORa activator	HTR1E antagonist	HTR1E agonist	S1P3 agonist	S1P1 ag pot	Ecoli tolC
COc1ccc(NC(=O)c2cnc3sccn3c2=O)cc1OC	14	10	-11	8	1	0.6	-0.3	0	3
CC(C)CN(CC(C)C)c1nnc(N)s1	-14	23	-8	14	10	-0.1	-1.1	-5	2
COc1ccccc1NC(=O)N1CCCC1C(=O)Nc1ccc2c(c1)OCO2 (centres undefined)	-9	7	7	-6	12	-1.6	.	.	-10
COc1ccc(C)cc1S(=O)(=O)N1CCN(Cc2ccccc2)CC1	7	6	4	-2	1	0.5	0.4	12	11
O=C(Cc1ccccc1)N1CCCC(c2nc(-c3cccs3)no2)C1 (centres undefined)	-3	9	-11	-5	16	0.3	-0.4	20	-19
Cc1ccc2c(c1)N(CC(=O)Nc1ccc3c(c1)OCCO3)C(=O)CO2	-9	-11	-5	-14	5	0.5	-0.9	60	1
CCC(=O)Nc1cccc(C(=O)c2ccccc2)c1	-19	12	4	-12	-1	0.1	0.4	-10	8
COc1ccc(CN2CCNC(=O)C2CC(=O)O)cc1OC (centres undefined)	-3	11	13	12	-1	-0.9	-0.8	-10	-9
CCCc1[nH]nc2c1C(c1ccc(OC)c(CSC3=NCCS3)c1)C(C#N)=C(N)O2 (centres undefined)	5	-3	13	12	-6	0.5	0.8	.	87*
CCOc1ccc(Cc2nc(-c3nonc3N)no2)cc1OCC	-2	11	-3	0	7	0.0	3.1	68	3
COc1ccc(NC(=O)CCc2nc(-c3ccc(C)cc3)no2)cc1Cl	5	8	0	9	-16	0.0	-0.9	4	-21
O=C1CC(c2ccccc2)CC2=C1CN(C1CCCCC1)CN2 (centres undefined)	26	0	18	22	14	-1.1	-0.5	12	7
CCOC(=O)CCC(=O)Nc1ccccc1C(N)=O	15	6	-2	-16	-2	-0.6	-1.1	-22	-13
COc1ccc(CN2CCCC2C(=O)Nc2ccc(OC)c(OC)c2)cc1OC (centres undefined)	3	9	3	-7	21	0.1	-1.2	-2	-5
COc1ccc(Cn2nnnc2CN(Cc2cc3cc(C)ccc3[nH]c2=O)C2CCCC2)cc1	-13	6	-10	22	-7	-0.6	0.1	4	-12
Nc1nonc1-c1nc2ccccc2n1CC(=O)NC1CCCC1	-5	10	25	-17	-9	-0.8	-0.7	-6	-6
Cc1ccc(S(=O)(=O)N2CCOCC2)cc1C(=O)NC1CCCCC1	-13	17	-5	-6	-11	-0.7	0.0	-5	-4
COC(=O)C1=C(C)N(C)C(C)=C(C(=O)OC)C1c1ccncc1	3	1	12	9	-92	-0.7	-0.6	.	-3
O=C(Cn1nnc(-c2cccs2)n1)OC1CCCCC1	21	5	-8	2	-4	-0.3	0.1	-11	43
O=C(COC(=O)CCCc1c[nH]c2ccccc12)Nc1ccc2c(c1)OCO2	-6	17	18	-2	3	-0.3	-0.8	9	9

Just HTR1E agonist and Ecoli tolC, for some of the entries so far:
| smiles | HTR1E agonist | Ecoli tolC |
| --- | --- | --- |
| Nc1nonc1-c1nc2ccccc2n1CC(=O)NC1CCCC1 | -0.8 | -6 |
| Cc1ccc(S(=O)(=O)N2CCOCC2)cc1C(=O)NC1CCCCC1 | -0.7 | -4 |
| O=C(COC(=O)CCCc1c[nH]c2ccccc12)Nc1ccc2c(c1)OCO2 | -0.3 | 9 |

Other structures
SMILES	SF1 activator	AP ELISA ortho	5HT1a antag	RORa activator	HTR1E antagonist	HTR1E agonist	S1P3 agonist	S1P1 ag pot	Ecoli tolC
COC(=O)COc1cccc(-n2cnnn2)c1	0	-18	-2	-1	0	-1.1	.	.	-12
Cn1c(=O)c2[nH]c(CNCc3ccccc3Cl)nc2n(C)c1=O	16	.	6	-16	-1	0.7	-0.1	-9	2
COc1ccc(C(c2nnnn2Cc2cccs2)N2CCC(C(N)=O)CC2)c(OC)c1 (centres undefined)	-3	-1	-6	-2	-8	1.2	0.5	-18	-3
CCN(CC)CC(=O)c1ccc(-c2ccccc2)cc1	6	-7	7	15	-3	0.8	0.4	.	0
O=c1c2[nH]c3ccccc3c2ncn1CCN1CCNCC1	-9	7	10	1	10	-1.0	-0.8	-2	-18
CCC(C)c1c(O)nc(SCC(=O)N2CCOCC2)[nH]c1=O (centres undefined)	7	0	-16	-3	-12	-0.4	0.3	-15	-9
Cc1ccc(N2C(N)=NC(N)=NC23CCCC3)c(C)c1	13	6	-1	-14	-7	-0.3	0.0	-49	-10
O=c1c2ccccc2nc(SCc2cc(F)cc3c2OCOC3)n1Cc1ccco1	-5	4	15	-7	-1	-0.6	-1.0	-9	-12
CCn1c(C)c(C(C)=O)c(N2CCN(c3ccccn3)CC2)nc1=S	-5	1	-4	-22	-3	-0.6	-0.2	-4	-2
Cc1ccc(NC(=O)Nc2ccc3c(c2)N(C)C(=O)CS3)nc1	23	9	-7	6	5	1.2	0.2	-2	-7

Part of the list above in order of molar mass, rising.
SMILES	SF1 activator	AP ELISA ortho	5HT1a antag	RORa activator	HTR1E antagonist	HTR1E agonist	S1P3 agonist	S1P1 ag pot	Ecoli tolC
COC(=O)COc1cccc(-n2cnnn2)c1	0	-18	-2	-1	0	-1.1	.	.	-12
CCN(CC)CC(=O)c1ccc(-c2ccccc2)cc1	6	-7	7	15	-3	0.8	0.4	.	0
O=c1c2ccccc2nc(SCc2cc(F)cc3c2OCOC3)n1Cc1ccco1	-5	4	15	-7	-1	-0.6	-1.0	-9	-12

Continued:
SMILES	SF1 activator	AP ELISA ortho	5HT1a antag	RORa activator	HTR1E antagonist	HTR1E agonist	S1P3 agonist	S1P1 ag pot	Ecoli tolC
C=CCOC(=O)C1=C(C)NC(SCC(=O)OCC)=C(C#N)C1c1ccc(O)c(OC)c1 (centres undefined)	15	-6	-4	11	16	0.4	-0.6	20	15
Cc1nnc(SCc2cnc(-c3ccccc3)o2)[nH]c1=O	-6	3	7	1	5	0.1	-1.3	.	12
O=C(NCCCN1CCCCC1)c1ccc2c(=O)n(CCc3ccccc3)c(=O)[nH]c2c1	13	19	-14	-5	-1	-0.9	.	.	11
CCC1Oc2ccc(C)cc2N(CC(=O)NCc2cccc(OC)c2)C1=O (centres undefined)	6	7	26	-3	-5	0.1	-0.8	-4	7
O=C(C1CCN(S(=O)(=O)c2cnc[nH]2)CC1)N1CCc2ccccc2C1	4	11	-18	-7	-11	1.2	0.5	3	-26
COc1cc(NC(=O)C2CCCO2)c(OC)cc1NC(=O)c1ccccc1 (centres undefined)	-14	-5	0	5	-2	0.1	-1.2	-19	7
O=C(OCCCC(=O)N1CCOCC1)c1ccccc1	25	-9	5	19	-1	0.2	0.4	-8	-4
